SENP6 inh = SENP6 protease inhibition | Q9GZR1 | Recombinant SENP6 catalytic domain, aminoluciferin luminescence | inhibition, % at 10 µM | actives 1.8% (n = 330,000) | AID 2599;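 active = inhibition above about 50% at the single tested dose, limit read from the data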;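 also: plate controls were DMSO wells with enzyme for no effect and DMSO wells lacking enzyme for full effect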
SENP1 FRET inh = blocks the human SENP1 SUMO protease catalytic domain; Q9P0U3; recombinant SENP1 catalytic domain, CyPet-SUMO1-YPet FRET cleavage; inhibition, % at 10 µM; actives 0.21% (n = 360,000); AID 624204;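 active = inhibition at least 30% at 10 µM, raw YFP signal under a set limit, fluorescence ratio 0.5 to 1.5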;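 also: 0% = enzyme with DMSO and 100% = no enzyme wells; some results filed as inactive read as strong as hits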
Target sequence (Q9P0U3 419-644 limits assumed): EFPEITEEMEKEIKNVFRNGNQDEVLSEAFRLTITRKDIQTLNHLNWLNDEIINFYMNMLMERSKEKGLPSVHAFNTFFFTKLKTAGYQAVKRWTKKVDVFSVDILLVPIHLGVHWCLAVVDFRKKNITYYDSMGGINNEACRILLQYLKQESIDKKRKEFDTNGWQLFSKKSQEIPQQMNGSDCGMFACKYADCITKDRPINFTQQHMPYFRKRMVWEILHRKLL
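Compound: 10 µM single point, 0.5% DMSO; Test system: hSENP1 catalytic domain, recombinant; Timing: 50 min reaction at room temperature; Technique: FRET, CFP and YFP emission; Control set: no-enzyme wells low, DMSO-plus-enzyme wells high control.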
MIN6 prolif = MIN6 beta-cell proliferation induction; MIN6 cells proliferation, ATPlite luminescence, 48 h; cells starved in 0.2% serum; 100% = growth in 10% serum; proliferation, % at 10 µM; actives 0.29% (n = 330,000); AID 2380;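 active = compounds whose signal lies at least 3.5 SD above the mean of all wells on their plate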;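 also: 0% = DMSO-treated cells in low-serum medium and 100% = 10% serum control; some compounds called inactive have numbers as strong as hits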
UBC13 inh = inhibitors of human UBC13 polyubiquitin chain formation | actives 0.47% (n = 330,000) | P61088 | TR-FRET | inhibition, % at 20 µM; in the data active = inhibition above about 45%, passing the limit was not always enough
Target sequence (P61088 whole entry, looked up): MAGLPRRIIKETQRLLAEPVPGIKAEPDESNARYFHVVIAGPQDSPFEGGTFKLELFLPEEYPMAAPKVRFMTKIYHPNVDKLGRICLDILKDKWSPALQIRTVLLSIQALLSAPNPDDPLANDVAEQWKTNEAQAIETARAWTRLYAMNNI
SENP8 block-1 = blocks the human protease SENP8 | purified SENP8, Z-RLRGG-aminoluciferin cleavage, luminescence | inhibition, % at 10 µM | actives 1.2% (n = 330,000) | AID 2540; in the data active = inhibition above about 50%
Target sequence (Q96LD8 whole entry, looked up): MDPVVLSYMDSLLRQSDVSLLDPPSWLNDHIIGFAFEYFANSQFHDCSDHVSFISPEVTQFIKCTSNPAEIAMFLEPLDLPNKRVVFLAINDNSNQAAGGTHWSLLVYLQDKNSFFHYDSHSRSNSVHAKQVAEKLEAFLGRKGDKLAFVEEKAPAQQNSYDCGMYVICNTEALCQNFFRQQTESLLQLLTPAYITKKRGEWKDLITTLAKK
SENP7 inh = SENP7 protease inhibition; Q9BQF6; recombinant SENP7, Z-RLRGG-aminoluciferin luminescence, 40 min; inhibition, % at 5 µM; actives 1.5% (n = 330,000); AID 434973;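 active = inhibition above about 50% at the single test dose, limit read from the data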;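 also: plate controls were DMSO with enzyme for no effect and no enzyme buffer wells for full effect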
Target sequence (Q9BQF6 706-1050 limits assumed): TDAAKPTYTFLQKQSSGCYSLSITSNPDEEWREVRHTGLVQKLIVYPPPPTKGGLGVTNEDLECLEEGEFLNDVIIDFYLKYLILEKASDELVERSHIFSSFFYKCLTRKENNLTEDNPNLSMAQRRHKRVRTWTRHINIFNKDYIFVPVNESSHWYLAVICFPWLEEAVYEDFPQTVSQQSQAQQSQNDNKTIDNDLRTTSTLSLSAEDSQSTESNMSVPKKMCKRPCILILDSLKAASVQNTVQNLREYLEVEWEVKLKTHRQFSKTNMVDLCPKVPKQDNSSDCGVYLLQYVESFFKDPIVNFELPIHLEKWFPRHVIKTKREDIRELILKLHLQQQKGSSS
PfGluPho inh = PfG6PD (Plasmodium falciparum) enzyme inhibition; PfGluPho enzyme, NADPH resazurin-diaphorase fluorescence; inhibition, % at 20 µM; actives 0.78% (n = 350,000);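 active = inhibition reaching at least a set limit at 20 µM in the primary screen, cut at about 59% in these data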;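 also: 0% = DMSO wells with substrate and 100% = DMSO wells lacking glucose-6-phosphate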
SENP8 block-2 = SENP8 (human) protease inhibition. recombinant SENP8, Nedd8 substrate fluorescence. AID 602440. Q96LD8. inhibition, % at 20 µM. actives 0.64% (n = 360,000); in the data active = inhibition mostly above about 40%, no sharp cut-off; inactive = mostly below about 27%
HKDC1 inh = HKDC1 (human) hexokinase inhibition | recombinant HKDC1, G6PDH/diaphorase resazurin coupled fluorescence | Q2TB90 | inhibition, % at 20 µM | AID 493160 | actives 0.16% (n = 340,000);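 active = inhibition above about 35% when tested at 20 µM, limit read from the data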;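 also: plate controls were DMSO wells with enzyme for no effect and DMSO wells lacking enzyme for full effect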
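Test system: recombinant HKDC1 (HK5) hexokinase enzyme, produced in-house; Amount: enzyme 5 µg/mL final; Buffer or medium: Tris pH 8.0 buffer with MgCl2, Tween-20, BSA, BME; Reagent: glucose and ATP substrates; Doses: 20 µM test compound, 1% DMSO; Incubation: 90 min reaction incubation at room temperature, dark; Detection: resorufin fluorescence at 613 nm.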
An asterisk follows results filed as active; nt = no result given.

SMILES | SENP6 inh | SENP1 FRET inh | MIN6 prolif | UBC13 inh | SENP8 block-1 | SENP7 inh | PfGluPho inh | SENP8 block-2 | HKDC1 inh
Cc1cccc(Oc2ccc(NC(=O)c3ccccc3C(=O)O)cc2)c1C | -16 | 3 | 0 | -8 | 9 | -2 | -14 | 18 | -3
CCN(CC1COc2ccccc2O1)C(=O)CN1C(=O)NC(C)(c2ccc(C)cc2)C1=O (stereo not drawn) | -11 | -3 | 0 | 0 | -6 | -2 | -14 | 4 | 1
Cc1cccc(C(=O)Nc2cccnc2Cl)c1 | 1 | 0 | -1 | 0 | -5 | -2 | 7 | 10 | -1
C=CCON1C(=O)c2ccccc2C1=O | -10 | -1 | -3 | 13 | -6 | -10 | -7 | 14 | -2
COC(=O)c1sccc1NC(=O)c1cccs1 | 1 | 1 | 0 | 8 | 0 | -5 | 1 | -4 | -3
CSCC[C@H](NC(=O)[C@H](Cc1ccccc1)n1c(=O)[nH]c2ccccc2c1=O)C(=O)N1CCC(C(=O)O)CC1 | -6 | 2 | 0 | -6 | -10 | -4 | -11 | 20 | -4
Clc1cccc(C[n+]2cc(-c3ccccc3)n3c2CCC3)c1 | 4 | 1 | -4 | -6 | 9 | 4 | -18 | 13 | 0
CC1CCN(C2CC(=O)N(c3ccccc3)C2=O)CC1 (stereo not drawn) | -8 | 1 | 1 | -4 | -9 | 1 | 5 | 2 | -11
O=C(Oc1ccc(C(=S)N2CCOCC2)cc1Cl)c1ccccc1F | -9 | 0 | -2 | 1 | -1 | 1 | -6 | 18 | -3
O=[N+]([O-])c1cc(Cl)cc(/C=N/n2cnnc2)c1O | -9 | 10 | -5 | -42 | -6 | -8 | -12 | 47* | 4
CN(CC(=O)Nc1ccccc1Br)C(=O)c1cccn1C | -2 | 0 | 2 | 3 | -7 | -6 | -18 | 1 | -4
O=C1CCC(C(=O)N2CCCC(Nc3ccc(F)cc3)C2)=NN1 (stereo not drawn) | -5 | 0 | 0 | 3 | 2 | -6 | -12 | 1 | 3
C=CCn1c2ccccc2c2nnc(SCc3ccc4nonc4c3)nc21 | -8 | 1 | -1 | -6 | -6 | -9 | 9 | -3 | -10
CC12CCC(C(=O)N(CSC(=S)N/N=C\c3ccccc3Cl)C1=O)C2(C)C (stereo not drawn) | -8 | 2 | -2 | -10 | -4 | 2 | 1 | 35 | -20
Cc1ccccc1NS(=O)(=O)c1cc2c3c(c1)C(C)C(=O)N3CCC2 (stereo not drawn) | -12 | -13 | 1 | -6 | -11 | 6 | -13 | 0 | 2
Cc1cc(C)cc(NS(=O)(=O)c2ccc(NC(=S)Nc3ccccc3)cc2)c1 | -13 | 1 | -4 | 10 | 4 | 2 | -1 | 28 | -7
CCOC(=O)Nc1ccc2ncn(C)c(=O)c2c1 | 6 | 0 | -4 | -4 | 4 | 0 | -13 | -13 | -1
Cc1ccc(S(=O)(=O)CCC(=O)OCC(=O)NC(C)c2ccc(F)cc2)cc1 (stereo not drawn) | -20 | 0 | -2 | 8 | -1 | -5 | -6 | 2 | -3
O=C(NC1CCCCC1)c1ccc([N+](=O)[O-])o1 | -4 | 0 | 0 | -7 | 2 | -4 | 2 | 22 | 2
O=C(c1cc2ccccc2oc1=O)N(Cc1cccs1)Cc1cccs1 | -6 | -1 | -1 | -3 | -11 | -11 | 8 | -8 | -1
COc1ccc(C(=O)/C=C/c2cccs2)c(OC(=O)c2cccc([N+](=O)[O-])c2)c1 | 79* | 3 | -4 | -12 | 67* | 39 | 3 | 29 | 13
CC(NC(=O)C1CSC2(C)CCC(=O)N12)c1ccccc1Cl (stereo not drawn) | -16 | -1 | -3 | -7 | 3 | 0 | -1 | 0 | 1
COc1cccc(CNC(=O)N[C@@H](C)C(=O)O)c1 | -3 | 1 | -2 | 13 | -3 | -7 | 6 | 14 | -5
C=C(C)CN=C1SC(C(=O)Nc2sc3c(c2C(=O)OC)CCC3)C(N)=C1C(N)=O (stereo not drawn) | -16 | -38 | 0 | -17 | -9 | 0 | 27 | -168 | -9
O=C(c1ccc2c(c1)OCO2)C1CCCN(C2CCN(CCc3ccccc3)CC2)C1 (stereo not drawn) | -10 | -4 | -5 | 7 | 0 | -8 | -9 | -5 | 2
CCCCCOc1ccccc1C(=O)NCCC(=O)O | -16 | 0 | 1 | -4 | -4 | 12 | -3 | 12 | 2
CCOC(=O)c1ccc(NC(=O)CSc2nncn2-c2cccnc2)cc1 | -10 | -2 | -1 | -2 | -6 | -7 | 7 | 8 | -5
C=CCNC(=O)C1CC(=O)N(c2ccc(OCC(=O)Nc3ccc(OC)cc3)cc2)C1 (stereo not drawn) | -9 | 1 | 2 | -2 | 0 | 0 | -3 | 12 | 1
CN(C)C(=N)c1n[nH]nc1SCc1ccccc1 | 7 | 3 | 1 | 8 | 0 | 11 | -1 | 9 | -5
COc1ccc(/C=C2\SC(=NCc3ccccc3)N(Cc3ccccc3)C2=O)cc1OC | -14 | -41 | -4 | -11 | -7 | -4 | -8 | -267 | 3
O=C(c1ccc(Cl)cc1)C1CCN(C(=O)N2CCOCC2)CC1 | -10 | 1 | 0 | 8 | 1 | 3 | -10 | 3 | 11
Nc1ccc2c(c1)C(=O)c1ccccc1C2=O | 53* | 2 | -3 | -67 | 31 | 4 | -5 | 9 | 1
COc1cc(OC)c(C(=O)CCCN2CCCC2)c(OC)c1 | 4 | 3 | 5 | 7 | 6 | 1 | -10 | 21 | -6
CC(C)C1(C(C)C)OC(=O)c2ccccc21 | 13 | 0 | 0 | 10 | 1 | 3 | 8 | 12 | -19
CCCc1cc(=O)[nH]c(SCC(=O)Nc2cc(S(=O)(=O)N3CCOCC3)ccc2Cl)n1 | 0 | 1 | -4 | -17 | -11 | -17 | -38 | -3 | -2
O=C(O)C1=C(C(=O)Nc2ccc(F)c(Cl)c2)CCCC1 | -5 | 0 | 5 | 1 | 2 | 4 | -7 | 14 | -1
c1csc(-c2cnc3n2CCCC3)c1 | -16 | -2 | -2 | -16 | -8 | -5 | 6 | 3 | 1
CC1CC(N(C(=O)c2ccccc2Cl)c2ccccc2)c2ccccc2N1 (stereo not drawn) | -17 | 0 | -1 | 3 | -1 | -1 | 21 | 11 | 5
Cc1cccc(NS(=O)(=O)Cc2ccccc2)c1C | 10 | 3 | -4 | 2 | 1 | 3 | -12 | 30 | -5
CC(C)c1ccc(CCNC(=O)CCNS(=O)(=O)c2ccc(Br)cc2)cc1 | -7 | 1 | 2 | 6 | 3 | 8 | -11 | 15 | 2
CC[C@@H]1CCCCc2ccccc2[C@@H](C(=O)C[C@@H](O)CC(C)=O)OC1=O | -9 | -1 | 2 | -2 | 8 | 9 | 2 | -1 | 0
O=C(CCCSc1nc2ccccc2[nH]1)NC(c1ccccc1)c1ccccc1 | -9 | 1 | -5 | 4 | 1 | 3 | 0 | 7 | 0
COc1ccc(CN2CCN(C(C)C(=O)N3CCc4ccccc43)CC2)cc1OC (stereo not drawn) | -20 | -1 | 0 | -6 | 0 | 2 | -11 | 15 | -6
c1ccc2c(c1)nc1n2CCS1 | -1 | 1 | 3 | 6 | -1 | 7 | -9 | 14 | -3
Cc1cc(=O)oc2ccc(OC(=O)c3cccc(S(=O)(=O)N4CCOCC4)c3)cc12 | -6 | 2 | -1 | 0 | -1 | 2 | 1 | 7 | 0
CC(=O)Nc1ccc(NC(=O)CSc2nnc(C)c(=O)[nH]2)cc1 | -2 | 1 | 0 | -2 | 0 | -5 | 1 | 20 | -2
O=S(=O)(NC1CCCc2ccccc21)c1cnc[nH]1 (stereo not drawn) | 4 | -1 | 0 | 0 | 4 | 6 | -1 | 10 | -6
COc1ccc(OC)c(NS(=O)(=O)c2ccc(NC(=O)C3COc4ccccc4O3)cc2)c1 (stereo not drawn) | -2 | 3 | -4 | 7 | -5 | 1 | -1 | 6 | 1

6 compounds drawn at random from those above, as already listed:
SMILES | SENP6 inh | SENP1 FRET inh | MIN6 prolif | UBC13 inh | SENP8 block-1 | SENP7 inh | PfGluPho inh | SENP8 block-2 | HKDC1 inh
COc1ccc(OC)c(NS(=O)(=O)c2ccc(NC(=O)C3COc4ccccc4O3)cc2)c1 (stereo not drawn) | -2 | 3 | -4 | 7 | -5 | 1 | -1 | 6 | 1
Cc1cccc(NS(=O)(=O)Cc2ccccc2)c1C | 10 | 3 | -4 | 2 | 1 | 3 | -12 | 30 | -5
CC[C@@H]1CCCCc2ccccc2[C@@H](C(=O)C[C@@H](O)CC(C)=O)OC1=O | -9 | -1 | 2 | -2 | 8 | 9 | 2 | -1 | 0
Cc1cc(=O)oc2ccc(OC(=O)c3cccc(S(=O)(=O)N4CCOCC4)c3)cc12 | -6 | 2 | -1 | 0 | -1 | 2 | 1 | 7 | 0
CC(C)c1ccc(CCNC(=O)CCNS(=O)(=O)c2ccc(Br)cc2)cc1 | -7 | 1 | 2 | 6 | 3 | 8 | -11 | 15 | 2
O=S(=O)(NC1CCCc2ccccc21)c1cnc[nH]1 (stereo not drawn) | 4 | -1 | 0 | 0 | 4 | 6 | -1 | 10 | -6

Next results.
SMILES | SENP6 inh | SENP1 FRET inh | MIN6 prolif | UBC13 inh | SENP8 block-1 | SENP7 inh | PfGluPho inh | SENP8 block-2 | HKDC1 inh
Cc1cc(C(=O)CN2C(=O)C(=O)N(Cc3ccccc3)C2=O)c(C)n1Cc1ccccc1 | 2 | -5 | -5 | -19 | -14 | -6 | -13 | 2 | -2
O=C1c2c(O)cc(O)cc2O[C@H](c2ccc(O)c(O)c2)[C@@H]1O | 4 | nt | 0 | 19 | 4 | 12 | nt | nt | nt
COCCNC(=O)CC(NS(=O)(=O)c1ccc(C)cc1)c1ccco1 (stereo not drawn) | -26 | 2 | 0 | 1 | -5 | -5 | -6 | 11 | -3
C=C(C)Cn1c(=O)c2c(nc3n2CCCN3CCc2ccccc2)n(C)c1=O | -4 | -1 | 2 | -13 | -4 | 0 | -18 | 9 | -1
CCC(C)(C)NC(=O)C(c1cccnc1)N(CCOC)C(=O)Cn1nnc2ccccc21 (stereo not drawn) | nt | 1 | nt | nt | nt | nt | 0 | 22 | -1
CCN1C(=O)N[C@@H](CCc2ccccc2)C(C(=O)OC)=C1C | -10 | 1 | -4 | 9 | -9 | -3 | -1 | 12 | 2
O=C(NC1CC1)c1cc2cc3ccccc3nc2s1 | 3 | 3 | 2 | -16 | -7 | 8 | 14 | -16 | 5
O=C1CCN(Cc2ccccc2)S(=O)(=O)c2ccccc21 | -6 | 1 | -1 | -10 | -12 | 14 | 23 | 8 | -1
O=C(CNC(=O)Cc1ccccc1)N=Nc1c(O)n(Cc2ccc3c(c2)OCO3)c2ccccc12 | nt | 0 | nt | nt | nt | nt | -23 | 17 | 1
O=S(=O)(c1ccc2c(c1)OCCO2)N1CCC(n2cnc3cc(F)ccc32)CC1 | 13 | 2 | -2 | -2 | 5 | 6 | -8 | 12 | 0
COc1ccc(C2=CC(c3ccc(Cl)cc3)n3cnnc3N2)cc1OC (stereo not drawn) | -14 | -20 | -2 | 18 | -1 | 6 | 3 | -484 | 7
CC12CCC(=O)N1C(C(=O)Nc1nc3ccc(S(C)(=O)=O)cc3s1)CS2 (stereo not drawn) | -5 | -4 | -2 | -3 | -9 | 6 | -5 | 7 | -4

Compound activity as filed in PubChem BioAssay.

An unsorted share of the library (roughly 4% active in at least one column).
